# Compound activity as filed in PubChem.
# ERK AVP block: qHTS Assay for Inhibitors of the ERK Signaling Pathway using a Homogeneous Screening Assay | HEK293-V1b, vasopressin-stimulated pERK AlphaScreen | Potency, µM (highest dose often 57.5 µM), inactives show at the top dose activity, negative = inhibition, hits mostly inhibitors | AID 995, 2007 | hit rate 0.99% among 72,000; also: potency is read from the fitted curve at half-maximal effect; % is scaled to controls: 0 for no effect and ±100 for the full control effect; nearly all actives have a fitted effect of over 55% in size
#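 HEK293 cells stably expressing V1b receptor, seeded overnight in 1% FBS, were treated with compounds for 30 min at 37C, then stimulated 5 min with 25 nM vasopressin; phospho-ERK read by AlphaScreen SureFire after lysis.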
# Texas Red fluor: qHTS Assay for Spectroscopic Profiling in Texas Red Spectral Region; max dye-equivalent concentration, M; Compound fluorescence, Texas Red channel, 547/618 nm; active compounds read high; hit rate 0.06% among 59,000; in the data active = max dye-equivalent concentration above about 10 nM; inconclusive = between about 1.1 nM and that limit
#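 Compound fluorescence was read after 15 min at room temperature in 100 mM Tris, pH 8.0, using 547 nm excitation and 618 nm emission across a concentration series. It was expressed as Texas Red dye-equivalent concentration from an on-plate standard curve.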
# HBB splicing: qHTS Assay for Modulators of Hemoglobin Beta Chain Splicing; hit rate 0.06% among 65,000; Potency, µM (top dose mostly 46.1 µM), without a hit: top-dose activation, most hits filed as activators; HBB splicing reporter cell assay, activation; EGFP reporter with mutant IVS2-654 intron; response scale: normalised to 500 nM splice-correcting PNA; also: potency is read from the fitted curve at half-maximal effect; 0% is about no effect
#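 Compounds were applied for 2 days to HeLa EGFP-654 cells, 500/well in Optimem with 2% FCS. The reporter's EGFP is disrupted by mis-splicing of beta-globin intron IVS2-654. Readout: summed well GFP fluorescence from 488 nm laser scanning; reference was 500 nM antisense […] 654 PNA.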
# ALOX15 inhib: qHTS Assay for Inhibitors of 15-hLO (15-human lipoxygenase) | Polyunsaturated fatty acid lipoxygenase ALOX15 (Homo sapiens), P16050 | purified 15hLO-1, xylenol orange hydroperoxide absorbance | Potency, µM (highest dose often 57.1 µM), for inactives: at the highest dose activity change, negative = inhibition, usual class: inhibitors | hit rate 1.4% among 74,000 | AID 887, 2007; also: potency is read from the fitted curve at half-maximal effect; % is scaled to controls: 0 for no effect and ±100 for the full control effect; nearly all actives have a fitted effect of over 55% in size
#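 40 nM 15hLO-1 + cpd, 15 min RT; start w/ 50 uM AA (final), 6 min RT; stop/detect w/ 200 uM XO + 300 uM Fe(II) in 50 mM H2SO4, 30 min; A573/A405. Buffer 25 mM Hepes pH 7.5, 0.01% Triton X-100. No-enzyme wells as negative control.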
# Tau fil binding: qHTS Assay for Tau Filament Binding; Microtubule-associated protein tau (Homo sapiens), P10636; recombinant tau filaments, thioflavin S fluorescence, 15 h; filaments grown with octadecylsulfate alongside compound; Potency, µM (top dose mostly 57.1 µM), without a hit: at the highest dose activity change, negative = inhibition; hit rate 2% among 71,000; AID 596, 2007;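 also: potency is read from the fitted curve at half-maximal effect; % is scaled to controls: 0 for no effect and ±100 for the full control effect; actives lower thioflavin S fluorescence by blocking filaments or displacing dye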
#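 Recombinant tau protein (human, 1 uM final) plus 30 uM ODS in HEPES pH 7.4 with NaCl, DTT and thioflavine S. Compound present from the start; fluorescence at 510 nm after 15 h, 37 C.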
# Hsp90 Hop PPI: qHTS Assay for Disrupters of an Hsp90 Co-Chaperone Interaction | Potency, µM (highest dose often 57 µM), without a hit: at the top dose activity change, negative = inhibition | AID 595, 2007 | Hsp90 C-terminal peptide / TPR2A (Hop) interaction, human | AlphaScreen TPR2A-His6 binding biotin-Hsp90 C-terminal peptide | hit rate 0.44% among 71,000; active = well fitted curve in either direction with a large enough effect; inconclusive = small, poorly fitted or top-dose-only effect, or another doubt; also: potency is read from the fitted curve at half-maximal effect; % is scaled to controls: 0 for no effect and ±100 for the full control effect; many of its hits are not listed in these tables
# CRE-bla Fsk: Cell signaling CRE-BLA (Fsk stim) | AID 662, 2007 | Potency, µM (top dose mostly 38.2 µM), for the others: at the top dose activity change, negative = inhibition, most hits filed as activators | hit rate 2.5% among 71,000 | CHO CRE-bla reporter (cAMP response element driving beta-lactamase), forskolin EC10, beta-lactamase ratio; active = well fitted activation curve with a large enough effect in the signal ratio, with a control signal flat, not every such curve was filed as active; inconclusive = small, poorly fitted or top-dose-only effect, or effect the other way, or a change in a side signal; the % refers to the signal ratio; also: potency is read from the fitted curve at half-maximal effect; % of control where 0% means no effect
#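 Titrated compounds plus EC10 NKH 477 on CHO CRE-bla cells, 3 h, 37 °C. CCF4, 2 h RT. Ratio 460/530 nm → AC50.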
# Rhodamine fluor: qHTS Assay for Spectroscopic Profiling in Rhodamine Spectral Region; Rhodamine-region fluorescence, 547/598 nm, Tris buffer; active compounds read high; max dye-equivalent concentration, M; hit rate 0.05% among 59,000; in the data active = max dye-equivalent concentration above about 11 nM; inconclusive = between about 1.1 nM and that limit
#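 Steps: pin-transfer compounds into pH 8.0 Tris (100 mM), hold 15 min at room temperature, image with a 547/598 nm filter pair, and convert intensities to rhodamine-equivalent concentration using a six-point on-plate rhodamine series.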
# HADH2 inhib: qHTS Assay for Inhibitors of HADH2 (Hydroxyacyl-Coenzyme A Dehydrogenase, Type II). 3-hydroxyacyl-CoA dehydrogenase type-2 (Homo sapiens), Q99714. recombinant HADH2, NADH fluorescence, beta-hydroxybutyryl-CoA. Potency, µM (titrated, usually from 57.1 µM), for inactives: at the highest dose activity change, negative = inhibition, usual class: inhibitors. hit rate 3.4% among 73,000. AID 886, 2007; also: potency is read from the fitted curve at half-maximal effect; % is scaled to controls: 0 for no effect and ±100 for the full control effect; nearly all actives have a fitted effect of over 60% in size; many of its hits are not listed in these tables
# Target sequence (Q99714 whole entry, looked up, one chain of several): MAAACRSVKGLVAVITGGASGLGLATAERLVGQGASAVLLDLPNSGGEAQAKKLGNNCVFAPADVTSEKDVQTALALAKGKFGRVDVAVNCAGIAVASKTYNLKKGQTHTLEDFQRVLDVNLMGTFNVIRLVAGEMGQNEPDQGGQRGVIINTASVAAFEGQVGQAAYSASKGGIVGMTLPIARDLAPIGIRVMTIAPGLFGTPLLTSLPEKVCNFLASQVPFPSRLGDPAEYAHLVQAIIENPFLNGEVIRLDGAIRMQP
#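 NADH fluorescence (ex 360/em 450 nm) read every 30 s for 4 min; activity taken as last-minus-first time point difference. Enzyme 20 nM, NAD+ 1 mM, beta-hydroxybutyryl-CoA 90 uM, pH 9.0 Tris buffer.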
# DNA Pol III inh: qHTS Assay for Inhibitors of DNA Polymerase III Holoenzyme System. reconstituted DNA polymerase III holoenzyme replication, biochemical. Potency, µM (top dose mostly 57.1 µM), for inactives: top-dose activity change, negative = inhibition. hit rate 0.25% among 71,000; also: potency is read from the fitted curve at half-maximal effect; % is scaled to controls: 0 for no effect and ±100 for the full control effect
#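 Reconstituted *E. coli* holoenzyme (0.35 nM Pol III, 1 nM beta, 154 nM SSB, 2 nM primase) was preincubated with compound for 15 min at RT. Synthesis on 1.4 nM ssM13Gori ran 35 min, then was stopped with PicoGreen/EDTA and read as dsDNA fluorescence.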
# FLuc inh: qHTS Assay for Inhibitors of Firefly Luciferase; Luciferin 4-monooxygenase (Photinus pyralis), P08659; purified firefly luciferase, luminescence, 8 min; Potency, µM (doses to about 57.1 µM), for the others: at the highest dose activity change, negative = inhibition, most hits filed as inhibitors; hit rate 2.2% among 72,000; also: potency is read from the fitted curve at half-maximal effect; % is scaled to controls: 0 for no effect and ±100 for the full control effect; nearly all actives have a fitted effect of over 40% in size
# Target sequence (P08659 whole entry, looked up): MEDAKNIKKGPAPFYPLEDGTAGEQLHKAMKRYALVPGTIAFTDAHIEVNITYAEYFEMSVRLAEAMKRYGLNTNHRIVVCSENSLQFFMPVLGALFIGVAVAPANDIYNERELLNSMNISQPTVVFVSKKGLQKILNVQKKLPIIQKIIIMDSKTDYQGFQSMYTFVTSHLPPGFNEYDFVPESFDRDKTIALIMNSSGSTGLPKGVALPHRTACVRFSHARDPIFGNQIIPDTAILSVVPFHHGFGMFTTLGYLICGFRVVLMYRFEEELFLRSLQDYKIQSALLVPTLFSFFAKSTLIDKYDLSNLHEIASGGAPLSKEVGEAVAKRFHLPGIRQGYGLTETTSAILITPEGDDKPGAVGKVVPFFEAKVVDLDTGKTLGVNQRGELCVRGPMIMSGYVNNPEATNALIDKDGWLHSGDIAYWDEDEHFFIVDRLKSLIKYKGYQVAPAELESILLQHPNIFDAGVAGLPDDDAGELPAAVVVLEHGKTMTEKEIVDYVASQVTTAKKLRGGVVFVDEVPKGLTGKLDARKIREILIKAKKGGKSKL
#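 Titration-based qHTS; buffer 50 mM imidazole pH 7.2, 50 mM KCl, 7 mM MgCl2, 10 uM ATP, 0.01% Tween 20, 0.05% BSA; luciferase/luciferin detector mix added after compound; 8 min, ambient; luminescence.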
# * = called active by the depositor; i = inactive; ? = inconclusive; . = not tested or not shown; [ ] = remark or other dose. Unless noted, calls follow the shape of the dose curve; as a rule, active = well fitted curve in the direction sought with a large enough effect; inconclusive = small, poorly fitted or top-dose-only effect, or another doubt; inactive = no such curve, though single readings can be large; an effect the other way counts as inactive or inconclusive. A portion of the library. The share of hits here may be higher or lower than overall.
molecule	ALOX15 inhib	HADH2 inhib	Tau fil binding	DNA Pol III inh	Texas Red fluor	HBB splicing	FLuc inh	Rhodamine fluor	CRE-bla Fsk	ERK AVP block	Hsp90 Hop PPI
COc1ccc(C2CC(=O)C3=C(C2)Nc2ncnn2C3c2ccccc2)cc1 (stereo not given)	4%	32µM*	0%	-6%	i	-1.6%	-1%	i	-6%	-13%	-4%
CCn1c(CNC(=O)c2ccc(OC)c(OC)c2)nnc1SCC(=O)Nc1ccccc1	4%	17%	1%	-2%	i	-0.3%	2%	i	-1%	-20%	-5%
CCCCSc1nnc(-c2cc(Br)ccc2N)c(=O)[nH]1	-14%	-4%	20µM*	1%	i	-0.3%	1%	i	7%	?	1%
O=C(OCc1nnc(-c2ccccc2)o1)c1ccc2c(c1)OCO2	-1%	1%	0%	-8%	?	-4.9%	5%	i	1%	22%	9%
CNc1ncncc1-c1ccccc1CN(C)C	10%	10%	5%	-8%	i	-0.8%	0%[2.29 µM]	i	-10%	37%	10%
O=[N+]([O-])c1ccc(Cl)c(CNc2ncnc3c2ncn3[C@@H]2CCCCO2)c1	6%[11.4 µM]	4%[11.4 µM]	-6%[11.4 µM]	-11%[11.4 µM]	i	1.5%[9.22 µM]	2%[11.4 µM]	i	-8%[7.6 µM]	6%[11.5 µM]	-4%[11 µM]
COc1ccc(/C=N/n2cnnc2)cc1COc1ccccn1	8%	-1%	5%	-9%	i	1.8%[57.5 µM]	4%	i	4%	-28%	0%
COc1ccc(CC(CC(=O)O)C(=O)Nc2ccccc2)cc1 (stereo not given)	3%	2%	7%	-3%	i	-2.2%	3%	i	-12%	22%	1%
CCNc1nc(NC(C)(C)C)nc(N(C#N)CC)n1	0%	13%	6%	-5%	i	.	1%	i	?	-13%	-2%
CC(NC(=O)c1csc2ccccc12)C1CCCO1 (stereo not given)	-7%	3%	3%	8%	i	0.5%	1%	i	-5%	10%	-3%
CCC/C=C(\CCC)C(NC(=O)Cc1ccccc1)c1ccc(C(=O)OC)cc1 (stereo not given)	.	-18%	-4%	-17%	.	-0.6%	.	.	7%	38%[activator]	27%
O=C(c1c(O)c2ccc(Cl)cc2[nH]c1=O)C1CC1	-14%[25.6 µM]	14%	-27%	-10%	.	.	-1%	.	-2%	-11%	-5%
Cc1ccc(S(=O)(=O)N2CCN(C(=O)CSc3nnc(-c4ccco4)o3)CC2)cc1	-2%	13%	2%	2%	i	-0.4%[57.5 µM]	3%	i	-4%	0%	0%
OC(CN1CCN(c2ccccc2)CC1)c1c[nH]c2ccccc12 (stereo not given)	-7%	12%	-6%	-1%	?	2.4%[1.84 µM]	3%	i	?	-6%	-9%
COc1ccc(Cl)cc1NC(=O)c1cnc2n(c1=O)CCS2	-6%	-22%	-6%	0%	.	0.8%	-2%	.	1%	.	-2%
CCOc1ccc2cc(C#N)c(SCC(=O)N3CCCC3)nc2c1	-3%	-13%	21%	-2%	i	.	4%	i	2%	-2%	0%
COc1ccc(O)c(-c2c(-c3ccc(Cl)cc3)n[nH]c2C)c1	25µM*	?	-23%	-2%	?	4.3%[0.369 µM]	0%	i	-7%	?	-22%
O=C(c1nnc(Cc2ccc(Cl)cc2)o1)N1CCc2ccccc2C1	-5%	6%	-15%	4%	.	-0.1%	3%	.	?	51%	13%
Cc1ccc(-c2nc(CS(=O)CC(=O)NCCN3CCOCC3)c(C)o2)cc1 (stereo not given)	-5%	4%	12%	-5%	.	-0.4%	-1%	.	-5%	-10%	-4%[2.3 µM]
c1ccc(-c2noc(CN3CCN(c4ccccc4)CC3)n2)cc1	1%	15%	4%	-1%	.	-1.4%	1%	.	-14%	-29%	1%[2.3 µM]
CC(C)CCNC(=O)C1CCN(c2nc3ccccc3o2)CC1	3%	-1%	4%	0%	?	-2.4%	5%	i	-12%	16%	4%
O=C(Nc1cccnc1)c1ccccc1Oc1ccccc1	1%	?	-19%	-6%	i	1.3%	1%	i	?	?	-6%
Cc1noc(C)c1COC(=O)c1cccc(S(=O)(=O)N2c3ccccc3CC2C)c1 (stereo not given)	-6%	-2%	0%	3%	i	-0.3%[57.5 µM]	-2%	i	0%	?	19%
COc1cccc(S(=O)(=O)NCc2ccc(C(=O)NCc3ccco3)cc2)c1	-20%	?	4%	-4%	i	-0.3%	0%	i	?	-23%	-5%
O=C(NCCCO)c1nc2ccccc2s1	8%	-4%	-19%	-3%	i	-0.1%	1%	i	-5%	-17%	-2%
O=C(NCc1ccncc1)Nc1ccc(F)cc1	10%	0%	9%	-4%	i	0.7%	1%	i	-3%	-4%	-5%
COc1cccc(Nc2ncc3nc(-c4cn(C)c5ccccc45)c(=O)n(CCC#N)c3n2)c1	-21%	-8%	159%	-1%	i	?	-2%[11.4 µM]	i	?	-14%	-1%
CS(=O)(=O)N1CCN(c2nc3ccccc3s2)CC1	2%	15%	-1%	-4%	i	.	-1%	i	-2%	9%	-4%
Cc1ccc(S(=O)(=O)NCC(C)NS(=O)(=O)c2ccc(C)cc2)cc1 (stereo not given)	-11%	7%	0%	-2%	i	0.5%	0%	i	-8%	-15%	-2%
COCCNc1nc(-c2ccoc2)nc2ccccc12	-28%	4%	-12%	-2%	i	-0.1%	-1%[2.29 µM]	i	?	-17%	-8%
COc1cc(NS(=O)(=O)c2ccc(C)cc2C)cc(OC)c1OC	5%	-5%	4%	-5%	i	-0.3%[57.5 µM]	1%	i	-3%	?	-2%
COc1ccc(N(C)C(=O)CCS(=O)(=O)c2cccc3nonc23)c(OC)c1	6%	-6%	-7%	-5%	i	-0.8%	1%	i	1%	9%	-3%
CCCCN(CC)C(=O)CSc1cc(=O)n(C)c2ccccc12	3%	0%	6%	-1%	i	0.3%	-1%	i	?	-1%	3%
Cc1cccc2c1N(CC(=O)OC(C)C)C(=O)C2=O	3%	?	6%	-2%	.	0.5%	-2%	.	0%	.	-8%
COCCn1c(SCc2ccc(C(=O)OC)o2)nc2ccccc2c1=O	-9%	-2%	8%	1%	i	0.0%	-1%	i	13µM*	?	0%
COC(=O)c1ccc(OCC2c3cc(OC)c(OC)cc3CCN2C(=O)C2CC2)cc1 (stereo not given)	-2%	2%	12%	-5%	i	-0.6%	0%	i	5µM*	?	-5%
N#CC1=C2C=CC=CN2CC1=O	0%	-25%	31%	4%	i	5.0%	-1%	i	?	-3%	?
CCOc1ccccc1N1CCN(S(=O)(=O)c2ccc(F)c(F)c2)CC1	0%	-5%	-1%	2%	i	-0.1%[57.5 µM]	-2%	i	3%	-8%	13%
Cc1ccccc1-n1nc2c(c1NC(=O)c1cc3ccccc3oc1=O)CS(=O)(=O)C2	0%	0%	-8%	-5%	i	1.7%[0.369 µM]	5%	i	1.6µM*	-23%	-2%
O=C(CSC1=NCCS1)N1CCc2ccccc21	-4%	-1%	-2%	-5%	i	6.3%	-26%	i	-13%	-18%	0%
COc1cc2[nH]c(=S)nc(NCC3CCCO3)c2cc1OC (stereo not given)	-9%	-29%	-5%	-4%	i	-0.3%	-1%	i	?	-15%	-7%
